MPTP inh: permeability transition pore inhibition; isolated mouse mitochondria, Ca2+ swelling absorbance, 30 min; inhibition, % at 10 µM; 360,000 tested, 1.4% active; AID 602449;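 active means inhibition of 50% or more, scaled per plate between neutral and stimulator controls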;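 further: 0% = DMSO wells given calcium and 100% = 1 mM EGTA wells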
Numbers without * were called inactive.

SMILES	MPTP inh
CCCS(=O)(=O)NC(=O)C1(C)CCCN(C(=O)c2cc(F)cc(F)c2)C1 (stereo unspecified)	-0.7
COc1ccc(S(=O)(=O)NC(=O)C2(C)CCN2C(=O)C2CC2)cc1 (stereo unspecified)	-2.5
CC1(C(=O)NS(=O)(=O)c2ccccc2)CCN1C(=O)Cc1cccc2ccccc12 (stereo unspecified)	1.1
O=C(c1ccc(Br)cc1)N1CCN(c2ccccn2)CC1	-0.1
Cc1nc(NC(=O)C(C)(C)C)sc1-c1nc(N)sc1-n1cc(-c2ccccc2)nn1	-2.9
Cc1ccc(CNC(=O)Nc2nnc([C@@H]3C[C@H](O)[C@@H](CO)O3)s2)cc1	0.3
O=C1CCCCCCC(=O)[C@H](O)C[C@H](c2ccccc2)O1	0.5
COc1ccc(NC(=O)C2Cc3c(-c4ccccc4Oc4ccccc4)ccnc3O2)cc1 (stereo unspecified)	1.2
CC(C)c1ccc(NC(=O)C2(C)Cc3c(-c4cccc(C(N)=O)c4)ccnc3O2)cc1 (stereo unspecified)	0.4
O=C(c1cccnc1)N(Cc1ccccc1)C(c1ccccc1)c1nc2ccccc2[nH]1 (stereo unspecified)	-0.9
CCOC(=O)C1(C)CCN1C(=O)c1cccc(OC(F)(F)F)c1 (stereo unspecified)	0.5
CCCCC[C@@H]1C=C(C(=O)OCC)[C@H](c2ccccc2)N1S(=O)(=O)c1ccc(C)cc1	1.8
COc1c(C)cc(C(O)c2ncc(-c3cccc4ccccc34)[nH]2)cc1C (stereo unspecified)	0.9
CCOC(=O)C1=C[C@@H](C(C)(C)C)N(S(=O)(=O)c2ccc(C)cc2)[C@H]1c1cccc(Cl)c1	2.6
c1csc(CNc2nc(Oc3ccncc3)c3sccc3n2)c1	0.6
Cc1ccc(-c2nc3ccc(Cl)cn3c2CC(C)(C)C)cc1	1.1
CCCNC(=O)c1cc(C2CCCN(C(=O)c3ccc(OC)cc3)C2)on1 (stereo unspecified)	0.9
CCCc1nc2c3ccccc3ccn2c1Cc1ccccc1	-1.5
Cc1noc(C)c1CCC(=O)Nc1cc(Cl)ccc1C(=O)O	0.4
COCCCNC(=O)c1cccc2c(-c3ccc(O)c(OC)c3)coc12	-0.6

5 neighbouring entries from above, for reference:
SMILES	MPTP inh
CCOC(=O)C1(C)CCN1C(=O)c1cccc(OC(F)(F)F)c1 (stereo unspecified)	0.5
CCCCC[C@@H]1C=C(C(=O)OCC)[C@H](c2ccccc2)N1S(=O)(=O)c1ccc(C)cc1	1.8
COc1c(C)cc(C(O)c2ncc(-c3cccc4ccccc34)[nH]2)cc1C (stereo unspecified)	0.9
CCOC(=O)C1=C[C@@H](C(C)(C)C)N(S(=O)(=O)c2ccc(C)cc2)[C@H]1c1cccc(Cl)c1	2.6
c1csc(CNc2nc(Oc3ccncc3)c3sccc3n2)c1	0.6

(cont.)
SMILES	MPTP inh
Cc1cc2nc(-c3ccccc3)c(CC3CCCCC3)n2c(C)c1Br	1.2
O=C(Nc1ccc(Cl)cc1)c1csc([C@@H]2O[C@H](CO)[C@@H](O)[C@H]2O)n1	-2.0
CC(C)c1ccc(C(=O)N2CCCCC2c2cc(C(=O)Nc3ccncc3)no2)cc1 (stereo unspecified)	0.7
CC1=C(C(=O)N2CCOCC2)CC(CC(=O)NC2CCCCC2)C(=O)N1Cc1ccccc1 (stereo unspecified)	0.1
COC(=O)[C@]12CCCCC=C1N(Cc1ccc3c(c1)OCO3)C(=O)[C@H](CC(=O)NCc1ccccc1)C2	2.0
CC(C)NC(=O)C1C(c2ccc(C(F)(F)F)cc2)=Nc2ccccc2N1C(=O)c1ccccc1 (stereo unspecified)	2.4
Cc1ccc([C@@H]2CC(=O)[C@@H]3CN(S(=O)(=O)c4ccc(C)cc4)[C@H](c4ccc(Cl)cc4)C[C@@H]3N2S(=O)(=O)c2ccc(C)cc2)cc1	0.4
Cc1cc(Br)cn2c(Cc3cccc(Cl)c3)c(-c3ccco3)nc12	-1.8
CCNC(=O)c1cc2c(c(-c3cccc(-c4cccc(C(=O)N(C)C)c4)c3)n1)[C@@H](CCO)N(S(=O)C(C)(C)C)C2 (stereo partly specified)	0.7
C[C@@H]1COc2cc(N3CC[C@H](O)C3)ccc2S(=O)(=O)N1	0.4
COc1ncnc2c1ncn2CCCNCc1ccccn1	-3.7
Cc1cc2oc(=O)cc(CN(C)Cc3ccccc3)c2cc1C	-1.6
Cc1ccc(NC(=O)C(C)Sc2nnc3n2CCCCC3)cc1S(=O)(=O)N1CCOCC1 (stereo unspecified)	-0.6
Cc1ccccc1Nc1nc(N)nc(COC(=O)c2ccc3c(c2)OCCO3)n1	0.2
COc1cccc(NC(=O)C2(C)CCN2Cc2ccccc2OC(F)F)c1 (stereo unspecified)	1.0
COc1cc2ccc(C(C)=O)c(O)c2cc1OC	2.5
CC1(C(=O)NS(=O)(=O)c2cccs2)CCN1C(=O)c1ccccc1CCc1ccccc1 (stereo unspecified)	-0.4
COc1ccc(C(C)(O)c2nc(-c3cc(F)cc(F)c3)cs2)cc1 (stereo unspecified)	1.2
COc1ccc(S(=O)(=O)N2CCCCCC2)cc1NC(=O)CCNC(=O)c1ccc(Cl)cc1	0.0
CO[C@@H]1CN(C)C(=O)c2ccc(NC(=O)C3CCC3)cc2OC[C@H](C)N(CC2CCCCC2)C[C@H]1C	2.1
c1ccc(CNn2nnc3ccccc32)cc1	-0.2
COc1ccccc1N1CCN(Cc2cc(=O)oc3cc(C)ccc23)CC1	-0.8
COc1ccc(CCc2nc3ccccc3n2C(CCc2ccccc2)c2nc3ccccc3[nH]2)cc1 (stereo unspecified)	3.6
COC(=O)C1=CN(c2ccc(Oc3ccccc3)cc2)C(N)=C(C#N)C1c1ccc(-c2ccccc2)cc1 (stereo unspecified)	0.7
COCCNC(=O)c1cc(-c2ccccc2)sc1N	-2.9
COc1ccc(CCCNC(=O)C2Cc3c(-c4ccccc4)ccnc3O2)cc1 (stereo unspecified)	-1.7
OCc1ccc(-c2cncc3nccn23)cc1	-0.8
CC1(C(=O)Nc2ccccc2Cc2ccccc2)CCN1Cc1ccccc1Cl (stereo unspecified)	0.4
O=C(Nc1ccccc1)c1cc(C2CCCN(C(=O)C3CC3)C2)on1 (stereo unspecified)	0.6
Cc1ccc(-c2ccc(CN3C(C(C)C)C(=O)N(Cc4cn(CCC5OCCO5)nn4)CCS3(=O)=O)cc2)cc1 (stereo unspecified)	-0.6
OC(c1ccc(Cl)cc1)c1ncc(-c2ccccc2F)[nH]1 (stereo unspecified)	1.7
O=[N+]([O-])c1ccccc1S(=O)c1ccccc1[N+](=O)[O-]	1.6
CCCCn1ccnc1C	-0.2
CC(C)C[C@H]1COc2cc(N(C)CCO)ccc2S(=O)(=O)N1	-1.0
OC[C@@H](O)C(O)[C@@H](O)CO (stereo partly specified)	-0.3
Cc1ccc(S(=O)(=O)NC(=O)C2(C)CCN2C(=O)C2CCCCC2)nc1 (stereo unspecified)	0.4
C=CCNc1nc2cc(-c3cccc(NC(C)=O)c3)sc2c(=O)n1C	0.8
CC(=NNC1=NCCN1)c1cn(C2=NCCN2)nc1C	0.1
O=C(CN1C(=O)C2CC=CCC2C1=O)Nc1ccc(F)c(Cl)c1 (stereo unspecified)	-0.5
CN(C)CCN1CCN(C2CN(Cc3cn(Cc4ccc(Cl)cc4)nn3)S(=O)(=O)C2)CC1 (stereo unspecified)	-0.4
COc1ccccc1-c1n[nH]nc1C1=CC(=O)C[C@H](c2ccc(F)cc2)C1	1.2
COc1ccc(Cc2c(-c3cccc(Cl)c3)nc3c(C)cc(Br)cn23)c(C)c1	-0.4
CN(C(=O)CN1CCN(c2cc(-c3cccc4oc5ccccc5c34)ncn2)CC1)c1ccccc1	0.4
CC1(C(=O)NCc2cccc3ccccc23)CCN1Cc1cccc2c1OCO2 (stereo unspecified)	-0.2
CC1(c2nnnn2-c2ccc3c(c2)OCCO3)CCC(=O)N1Cc1cccc(C(F)(F)F)c1 (stereo unspecified)	-1.0
CC(=O)NC1CC2CCCC(C1)N2C(=O)Nc1c(C)cccc1C (stereo unspecified)	0.7
Nc1[nH]c(C(=O)c2ccccc2)c(-c2ccccc2Br)c1C(=O)NCc1ccc(-c2ccccc2)cc1	0.1
O=C(COC(=O)C1CCN(S(=O)(=O)c2ccc(Cl)c(C(F)(F)F)c2)CC1)NCC1CCCO1 (stereo unspecified)	-0.1
O=c1[nH]cc(CCc2ccccc2)c(=O)[nH]1	-0.4
Cc1ccc(Cc2c(C3CCCCC3)nc3c4ccccc4ccn23)cc1	3.2

Part of the list above, field by field:
CC(=O)NC1CC2CCCC(C1)N2C(=O)Nc1c(C)cccc1C (stereo unspecified)
  MPTP inh: 0.7
COc1ccccc1-c1n[nH]nc1C1=CC(=O)C[C@H](c2ccc(F)cc2)C1
  MPTP inh: 1.2
CN(C(=O)CN1CCN(c2cc(-c3cccc4oc5ccccc5c34)ncn2)CC1)c1ccccc1
  MPTP inh: 0.4
O=C(COC(=O)C1CCN(S(=O)(=O)c2ccc(Cl)c(C(F)(F)F)c2)CC1)NCC1CCCO1 (stereo unspecified)
  MPTP inh: -0.1

(continued)
SMILES	MPTP inh
COC(=O)c1ccc2nc(-c3ccc(C)cc3)c(Cc3ccc(OC)cc3C)n2c1	-0.9
COc1ccc(N2CCN(c3cncc(C)n3)CC2)cc1	-0.4
CCCCCCN1C[C@@H](O)[C@H](n2cc(COC(=O)c3ccccc3)nn2)C[C@@H]1c1ccccc1	0.0
O=C1/C(=C/c2ccc(S(=O)(=O)O)cc2S(=O)(=O)O)CCc2ccccc21	0.9
Cc1ccc(CNc2nc3cc(-c4ccccc4C)sc3c(=O)n2C)c(C)c1	0.5
C[C@@H]1CN([C@@H](C)CO)C(=O)CCCn2nncc2CO[C@H]1CN(C)Cc1ccncc1	-0.1
COc1ccccc1-c1noc2c1C(=O)N(Cc1cn(Cc3ccccc3)nn1)CC2	-0.8
O=S1(=O)C=C[C@@H](CO)N1Cc1ccc(Br)cc1	-0.4
OC(c1ccccc1)c1ncc(-c2ccccc2Cl)[nH]1 (stereo unspecified)	-0.7
CCc1nc2c(OCc3ccc(F)c(F)c3)cccn2c1N(C)C(=O)c1ccc(OC)cc1	0.2
CC1(C(=O)NS(=O)(=O)C2CC2)CCCN(C(=O)COCc2ccccc2)C1 (stereo unspecified)	0.6
CC(C)(C)OC(=O)N1C(=O)[C@](OC(=O)c2ccccc2)(c2ccc(F)cc2)c2ccccc21	0.9
Cc1cn([C@H]2C[C@H](O)[C@@H](CNC(=O)CNC(=O)CN)O2)c(=O)[nH]c1=O	0.5
Cc1cc(C)cc(CC(=O)N2CCC2(C)C(=O)NS(=O)(=O)c2ccc(Br)cc2)c1 (stereo unspecified)	-0.8
COc1ccc([C@H]2C[C@@H](n3cc(-c4ccc(F)cc4)nn3)[C@H](O)CN2Cc2cccs2)cc1	-1.3
COc1cccc(CNc2nc3cc(-c4ccc(OC)c(OC)c4)sc3c(=O)n2C)c1	0.4
Cn1c(NCc2cccnc2)nc2cc(-c3ccc(F)cc3)sc2c1=O	-0.3
O=C(c1ccc(C(F)(F)F)cc1)N1CCC(=O)N([C@H](COCc2ccccc2)Cc2ccccc2)CC1	-2.1
CC(C)CNc1ncnc2c1ncn2[C@H]1CN(Cc2ccc(Cl)cc2)C[C@@H](CO)O1	1.1
CC(C)(C)c1ccc(S(=O)(=O)NC(=O)C2(C)CCN2C(=O)Cc2ccc(-c3ccccc3)cc2)cc1 (stereo unspecified)	2.7
CCc1cccc(CC)c1NC(=O)c1ccc(-c2cc(Cl)ccc2Cl)o1	-0.1
CSCCC(NC(=O)COc1ccccc1)C(=O)N(C)Cc1c(F)cccc1Cl (stereo unspecified)	0.1
CCCN1CCC(C(=O)NC(c2ccc(Cl)cc2)c2ccsc2)CC1 (stereo unspecified)	-1.3
O=C(NCc1ccncc1)[C@@H]1CCCN1C(=O)[C@H]1CCCN1	0.0
CCCCc1c(-c2ccccc2)ncn1CCc1ccccc1OC	4.2
NC(Cc1ccccc1)c1csc(NC(=O)c2cccc(OC(F)(F)F)c2)n1 (stereo unspecified)	3.2
COC(=O)c1cc(N/C(N)=N/c2nc(C)cc(C)n2)cc(C(=O)OC)c1	-1.4
O=C(NCc1ccccc1Cl)c1ccc2nc([C@H]3C[C@H](O)[C@@H](CO)O3)[nH]c2c1	-1.7
CC1(C(=O)Nc2cnc3ccccc3c2)CCN1Cc1ccc(-c2ccccc2)o1 (stereo unspecified)	0.8
COCCNC(=O)C1CCCN(C(=O)C2(c3ccc(Cl)cc3)CCCC2)CC1 (stereo unspecified)	-0.4
CN1CCN(c2ccc(CNC(=O)C3Cc4c(-c5ccc6c(c5)OCO6)ccnc4O3)cc2)CC1 (stereo unspecified)	1.1
O=C(Nc1ccc2c3c(cccc13)CC2)c1ccccc1	0.9
CC(CCl)n1c(=O)c2ccccc2n1S(C)(=O)=O (stereo unspecified)	-1.6
CC(C)Oc1cccc(NC(=O)C2(C)CCCN2C(=O)C(C)C)c1 (stereo unspecified)	-1.7
CCc1nc2ccc(C(=O)N3CCN(S(=O)(=O)CC)CC3)cn2c1N(C=O)CCC(C)C	1.9
CCCCNC(=O)C[C@@H]1C[C@@]2(C(=O)OCC)CCC=C2N(Cc2ccccc2)C1=O	-1.4
CNC(=O)C[C@H]1C(=O)N(C2CCCCC2)C[C@@H]1CSC	0.0
COc1c(C)cc(C(O)c2ncc(-c3ccccc3)[nH]2)cc1C (stereo unspecified)	1.2
Clc1cccc(Cc2c(-c3ccco3)nc3ccc(Cl)cn23)c1	-1.4
OC[C@@H]1CN(Cc2cccs2)C[C@H](n2cnc3c(NCc4ccncc4)ncnc32)O1	0.5
CC1(C(=O)Nc2cccc3c2CCCC3)CCN1C(=O)CCC1CCCC1 (stereo unspecified)	0.2
O=C(O)c1cccc(S(=O)(=O)Nc2ccccc2Oc2ccccc2)c1	-2.1
O=C(NCCc1ccccc1)c1ccccc1C(F)(F)F	2.7
C[C@@H]1CN([C@@H](C)CO)C(=O)CCCn2nncc2CO[C@H]1CN(C)C(=O)c1ccc(N2CCN(C)CC2)cc1	-0.8

Screening data (PubChem BioAssay)

This is a subset; the hit share may differ from the screen's.
